# CHT block – inhibits the human high affinity choline transporter; CHT-expressing cells, membrane potential dye, choline response; stronger effect = lower value; B-score at 10 µM; hit rate 0.86% among 310,000;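 active means B-score over 3 SD under the library average, and starting fluorescence ratio not unusually high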;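 further: choline stimulus applied at its EC90 after an EC20 pre-addition; B-score computed on integrated fluorescence ratio after choline addition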
# Target sequence (Q9GZV3 whole entry, looked up): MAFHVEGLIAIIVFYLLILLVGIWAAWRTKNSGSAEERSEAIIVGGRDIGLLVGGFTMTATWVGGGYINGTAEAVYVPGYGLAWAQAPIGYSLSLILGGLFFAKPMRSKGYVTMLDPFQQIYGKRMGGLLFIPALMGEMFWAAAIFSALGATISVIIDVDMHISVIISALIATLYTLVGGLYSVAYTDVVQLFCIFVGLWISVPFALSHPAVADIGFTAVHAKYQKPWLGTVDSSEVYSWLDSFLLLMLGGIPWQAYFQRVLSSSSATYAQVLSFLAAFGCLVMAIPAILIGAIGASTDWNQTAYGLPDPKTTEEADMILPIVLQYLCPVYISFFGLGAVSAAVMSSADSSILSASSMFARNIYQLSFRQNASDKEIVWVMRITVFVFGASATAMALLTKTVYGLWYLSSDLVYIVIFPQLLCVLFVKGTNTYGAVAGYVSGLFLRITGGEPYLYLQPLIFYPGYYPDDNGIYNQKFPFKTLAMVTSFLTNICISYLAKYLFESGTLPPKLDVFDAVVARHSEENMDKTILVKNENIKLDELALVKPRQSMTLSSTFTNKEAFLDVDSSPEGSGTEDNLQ
# CHT allo act – allosteric activators of human choline transporter CHT | Q9GZV3 | CHT-expressing cells, membrane potential dye, choline EC20; stronger effect = higher value; LV-AA mutant CHT in HEK293 cells | B-score at 10 µM | hit rate 0.49% among 310,000 | AID 488977;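 active means initial fluorescence not abnormally high and integrated response B-score, plate-corrected, over 3 SD above library mean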
# * marks the source's active call; other numbers are inactive results; i = inactive.
SMILES,CHT block,CHT allo act
CCOc1ccc(S(=O)(=O)NCc2ccncc2)cc1NC(=O)c1ccccc1F,i,i
CCc1cc(OCCCSc2nc(C)cc(=O)[nH]2)ccc1Cl,i,i
COc1ccc(C(=O)Nc2ccc(S(=O)(=O)NC(C)C)cc2)cc1,i,i
CN(C(=O)COC(=O)c1ccccc1SCC(=O)N1CCCC1)C1CCS(=O)(=O)C1 (centres undefined),i,i
Cc1nnsc1C(=O)Nc1cccc(Cl)c1Cl,i,i
O=C(NNC(=S)NCc1ccco1)c1ccccc1Br,i,i
COc1ccc(Nc2nc(N)nc(CN3CCc4ccccc4C3)n2)cc1,i,i
COc1ccc(NS(=O)(=O)c2cccc(N/C(=N\S(=O)(=O)c3ccccc3)c3ccc(F)cc3)c2)cc1,i,i
CCOC(=O)c1c(NC(=O)CN2CCN(C(=O)C3CCCO3)CC2)sc(C)c1C (centres undefined),i,i
COC(=O)c1n[nH]nc1-c1ccccc1,i,i
Cc1ccccc1CCNC(=O)Cn1ccc2cc(S(=O)(=O)N3CCCC3)ccc21,i,i
CCOC(=O)CCN,i,i
O=C(NCc1ccc2c(c1)OCO2)c1cccnc1Cl,i,i
CCC1CCCCN1C(=O)COc1cccc2c1CCN(C)C2=O (centres undefined),i,i
COc1cccc(NC(=O)Nc2nnc(CC(=O)Nc3ccccc3)s2)c1,i,i
COc1cc2cccc(OC)c(=O)c2c(O)c1OC,i,i
Cc1sc2ncnc(OCC(=O)N3CC(=O)Nc4ccccc43)c2c1C,i,i
COc1cc(NS(=O)(=O)c2ccc(NC(C)=O)cc2)nc(OC)n1,i,i
CC(=O)N1CCc2cc(S(=O)(=O)Nc3ccc(C)cc3)ccc21,i,i
N=c1oc2ccccc2cc1C(=O)NCc1ccccc1,i,i
Cc1cnc(C(=O)OCC(=O)c2ccc(-c3ccccc3)cc2)cn1,i,i
Cc1ccc(OC(C)C(=O)N2CCCc3ccccc32)cc1 (centres undefined),i,i
CCOC(=O)c1ccccc1NC(=O)COC(=O)CCC(=O)c1ccccc1,i,i
Cc1cc(C)cc(OCC(=O)Nc2cccc(-c3nc4ncccc4o3)c2)c1,i,i
CCN(CC)S(=O)(=O)c1ccc(/C=C/C(=O)Nc2ccccc2N2CCOCC2)cc1,i,i
# Other compounds follow.
SMILES,CHT block,CHT allo act
Cc1cc(C)n(-c2ccc(C(=O)OCC(=O)Nc3ccc(Cl)cc3[N+](=O)[O-])cc2)n1,i,i
CCN(CC)c1ccc(/C=N/NC(=O)Cc2cccs2)c(O)c1,i,i
CCOCC(=O)Nc1ccc(S(=O)(=O)N2CCC(c3nc4ccccc4[nH]3)CC2)cc1,i,i
Cn1c(-c2sc3cc(C(F)(F)F)cnc3c2-c2cccs2)n[nH]c1=S,i,i
CC(=O)Nc1ccc(C(=O)COC(=O)C2CC3CCCC(C2)C3=O)cc1 (centres undefined),i,i
O=C(Nc1ccc(Cl)cc1)c1csc(Cc2ccccc2)n1,i,i
Cc1ccccc1NC(=O)CSCc1nc(N)nc(Nc2ccccc2C)n1,i,i
COC(CNC(=O)c1c[nH]c2ccc(S(=O)(=O)N3CCC4(CC3)OCCO4)cc2c1=O)OC,i,i
COc1ccc(C)cc1NC(=O)c1ccc(CN2CCc3ccccc3C2)cc1,i,i
Cc1ccc(NC(=O)C(NC2CCCc3ccccc32)c2ccccc2)cc1Cl (centres undefined),i,i
COc1ccccc1[C@@H]1C(c2cccc(Cl)c2)=NN(c2ccc(Br)cc2)[C@H]1C(=O)N1CCOC1=O,i,i
COc1cc(CN2CCCC(N3CCN(c4ccc(F)cc4)CC3)C2)ccc1F (centres undefined),i,i
CCN(c1ccc(F)cc1)S(=O)(=O)c1ccc2[nH]cc(C(=O)NCCCN3CCOCC3)c(=O)c2c1,i,i
CSC(SC)=C(C(C)=O)C(=O)c1ccc(C)cc1,i,i
CCn1c(C)cc2c(c1=O)C(c1ccncc1)C(C#N)=C(N)O2 (centres undefined),i,i
S=C(NCc1ccco1)N1CCN(c2ccccc2Cl)CC1,i,i
O=C(C[n+]1cn(C(F)F)c2ccccc21)c1ccc(Br)cc1,i,i
O=C(c1ccc(CS(=O)c2cccc(Cl)c2)o1)N1CCN(c2ccccn2)CC1 (centres undefined),i,i
CCS(=O)(=O)c1ccc(-c2cccc(NC(=O)c3ccco3)c2)nn1,i,i
Cc1cc(Cl)ccc1Oc1nc(-c2ccc(F)cc2)ccc1C#N,i,i
Cc1noc(C(=O)NCc2ccco2)c1Cl,i,i
O=C(Nc1cccc2c1CCCC2)c1ccc(Cl)c([N+](=O)[O-])c1,i,i
O=C(Cc1ccccc1)Nc1nnc(SCC(=O)NC2CCCC2)s1,i,i
CCc1ccccc1NC(=O)CCNS(=O)(=O)c1cc(Br)cnc1N,i,i
Cc1ccc(NC(=O)c2ccc(S(=O)(=O)N3CCCCC3)cc2)cc1,i,i

# Some of the entries so far, bar-delimited:
Compound | CHT block | CHT allo act
Cc1cc(C)n(-c2ccc(C(=O)OCC(=O)Nc3ccc(Cl)cc3[N+](=O)[O-])cc2)n1 | i | i
CCN(CC)c1ccc(/C=N/NC(=O)Cc2cccs2)c(O)c1 | i | i
CCOCC(=O)Nc1ccc(S(=O)(=O)N2CCC(c3nc4ccccc4[nH]3)CC2)cc1 | i | i
Cn1c(-c2sc3cc(C(F)(F)F)cnc3c2-c2cccs2)n[nH]c1=S | i | i
CC(=O)Nc1ccc(C(=O)COC(=O)C2CC3CCCC(C2)C3=O)cc1 (centres undefined) | i | i
O=C(Nc1ccc(Cl)cc1)c1csc(Cc2ccccc2)n1 | i | i
Cc1ccccc1NC(=O)CSCc1nc(N)nc(Nc2ccccc2C)n1 | i | i
COC(CNC(=O)c1c[nH]c2ccc(S(=O)(=O)N3CCC4(CC3)OCCO4)cc2c1=O)OC | i | i
COc1ccc(C)cc1NC(=O)c1ccc(CN2CCc3ccccc3C2)cc1 | i | i
Cc1ccc(NC(=O)C(NC2CCCc3ccccc32)c2ccccc2)cc1Cl (centres undefined) | i | i
COc1ccccc1[C@@H]1C(c2cccc(Cl)c2)=NN(c2ccc(Br)cc2)[C@H]1C(=O)N1CCOC1=O | i | i
COc1cc(CN2CCCC(N3CCN(c4ccc(F)cc4)CC3)C2)ccc1F (centres undefined) | i | i
CCN(c1ccc(F)cc1)S(=O)(=O)c1ccc2[nH]cc(C(=O)NCCCN3CCOCC3)c(=O)c2c1 | i | i
CSC(SC)=C(C(C)=O)C(=O)c1ccc(C)cc1 | i | i
CCn1c(C)cc2c(c1=O)C(c1ccncc1)C(C#N)=C(N)O2 (centres undefined) | i | i
S=C(NCc1ccco1)N1CCN(c2ccccc2Cl)CC1 | i | i
O=C(C[n+]1cn(C(F)F)c2ccccc21)c1ccc(Br)cc1 | i | i
O=C(c1ccc(CS(=O)c2cccc(Cl)c2)o1)N1CCN(c2ccccn2)CC1 (centres undefined) | i | i
CCS(=O)(=O)c1ccc(-c2cccc(NC(=O)c3ccco3)c2)nn1 | i | i

# Next section:
SMILES,CHT block,CHT allo act
CCOC(=O)C1CCCN(CCSc2ccc(C)cc2)C1 (centres undefined),i,i
O=C(C1CCCN(CCCc2ccccc2)C1)N1CCCCCC1 (centres undefined),i,i
Cc1occc1C(=O)NNC(=O)C1CCCC1,i,i
Cc1ccc(N2C(=O)/C(=C/c3ccco3)SC2=S)cc1,i,i
CCN1CCCC1CNC(=O)Cn1cc2c(n1)CCC(C)C2 (centres undefined),i,i
CC(=O)N1CCc2cc(S(=O)(=O)NCCC(=O)NC3CCCc4ccccc43)ccc21 (centres undefined),i,i
COc1ccccc1NC(=S)N(Cc1ccc(Cl)cc1)CC1CCC(C(=O)O)CC1 (centres undefined),i,i
C#CCn1c(=NC(=O)c2sc3ccccc3c2Cl)sc2cc(S(N)(=O)=O)ccc21,i,i
Cc1ccccc1C(=O)NNC(=S)NC(=O)c1ccccc1,-8.4*,i
CCOC(=O)C1(CCCc2ccccc2)CCN(CCCn2cccn2)CC1,i,i
Cc1ccc(Nc2nc3ccccc3s2)cc1,i,i
CCOC(=O)N1CCN(C(=O)C2CCC(=O)N(CCc3ccccc3)C2)CC1 (centres undefined),i,i
COCCn1c(C)cc2c(c1=O)C(c1ccccc1F)C(C#N)=C(N)O2 (centres undefined),i,i
S=c1[nH]nc(Cc2ccccc2)n1-c1ccccc1,i,i
COc1ccc(CN2CC(C(=O)NCCc3ccc(C)cc3)CC2=O)cc1 (centres undefined),i,i
O=C(c1ccc(S(=O)(=O)N2CCOCC2)cc1)N1CCN(c2cccc(Cl)c2)CC1,i,i
O=C(NC(=S)N1CCN(c2ccccc2)CC1)c1ccc(S(=O)(=O)N2CCOCC2)cc1,i,i
CCCN(/C=N/c1sc2c(c1C#N)CCCCC2)CCC,i,i
CCOc1ccc(C(=O)Nc2ccccc2N2CCCC2)cc1,i,i
Cc1cc2nc(C)n(CCCNC(=O)Nc3cccc4ccccc34)c2cc1C,i,i
COc1cccc(NC(=O)COc2cc(O)c3c(c2)OC(C)(C)CC3=O)c1,i,i
O=C(COc1ncnc2cc([N+](=O)[O-])ccc12)NC1CCCCC1,i,i
COc1ccc(Cl)c2sc(N(CCN(C)C)C(=O)CCS(=O)(=O)c3ccc(C)cc3)nc12,i,i
Nc1nc(NCc2ccco2)nc(N2CCN(Cc3ccccc3)CC2)c1[N+](=O)[O-],i,i
O=C(CSc1ncnc2c1cnn2-c1ccc(F)cc1)NCC1CCCO1 (centres undefined),i,i
# (next part)
SMILES,CHT block,CHT allo act
COc1cc(OC)cc(C(=O)NCC2CCCN(Cc3cccc(C(C)=O)c3)C2)c1 (centres undefined),i,i
Nc1ccc(C(=O)Nc2ccc(Nc3ccncc3)cc2)cc1,i,i
O=C(CCc1ccccc1)Nc1ncn[nH]1,i,i
CN1CCN(S(=O)(=O)c2cccs2)CC1,i,i
Cc1c([N+](=O)[O-])cc(C(=O)Oc2ccc(Br)cc2C(=S)N2CCCCC2)cc1[N+](=O)[O-],i,i
CS(=O)(=O)Nc1ccc(C(=O)Nc2ccc3c(c2)OCO3)cc1,i,i
COc1ccccc1C(=O)Nc1nnc(S(=O)(=O)N2CCC(C)CC2)s1,i,i
O=C(NCCc1ccncc1)Nc1ccc(Cl)cc1,i,i
COc1ccc(C2CC(c3ccccc3OC(C)=O)=NN2C(C)=O)cc1 (centres undefined),i,i
O=C(CN1CCCc2ccccc21)N/N=C/c1ccc(O)cc1O,i,i
CCOC(=O)c1sc(/N=C/N(C)C)nc1C,i,i
Cc1ccc(-n2c(-c3cnccn3)n[nH]c2=S)c(Br)c1,i,i
Cc1cccc(C)c1OCC(=O)Nc1ccccc1C(F)(F)F,i,i
COC(=O)c1ccc(CN2CCN(CC=C(C)C)C(CCO)C2)cc1 (centres undefined),i,i
Cc1cccn2c(CNC3CCCc4ccccc43)c(C(=O)N3CCCCC3)nc12 (centres undefined),i,i
COc1ccc(NC(=O)Cn2c3ccccc3c3nc4n(c(=O)c32)CCS4)cc1OC,i,i
Cc1cccc(S(=O)(=O)c2c(N)n(/N=C/c3ccccc3)c3nc4ccccc4nc23)c1,i,i
COc1ccc(CCC(=O)NC(C)C)cc1,i,i
CCOc1ccc(C(=O)c2ccccc2C(=O)O)cc1OCC,i,i
CCOc1cc(C)c(Cl)cc1S(=O)(=O)N(C)C,i,i
CCOC(=O)Cc1c(C)nc2c(-c3ccc(Cl)cc3)c[nH]n2c1=O,i,i
NS(=O)(=O)c1cccc(NS(=O)(=O)c2ccc(/C=C/C(=O)O)cc2)c1,i,i
CCCC(c1nnnn1C1CCCC1)N1CCN(c2ccccc2F)CC1 (centres undefined),i,i
COc1cccc(OCc2ccc(C(=O)NCC3CCCO3)cc2)c1 (centres undefined),i,i
O=C1c2cccc3cccc(c23)C(=O)N1CCc1ccccc1,i,i

# A different layout for part of the listing above:
# Values run as follows: CHT block | CHT allo act
O=C(CCc1ccccc1)Nc1ncn[nH]1
  i | i
CN1CCN(S(=O)(=O)c2cccs2)CC1
  i | i

# Going on with the list.
SMILES,CHT block,CHT allo act
COCCN(C(=O)c1csnn1)C(C(=O)NC1CCCCC1)c1sccc1C (centres undefined),i,i
Clc1nnc(NN=C2CCCC2)c2ccccc12,i,i
COc1ccc(NC(=O)CCn2ccnc2)c(OC)c1,i,i
C=CCN(CC=C)S(=O)(=O)c1ccc(NC(=S)NC(=O)Cc2ccc(OC)cc2)cc1,i,i
CCN(C(=O)c1cc2c(=O)n3cccc(C)c3nc2n1CCCOC)C1CCCCC1,i,i
Cc1ccc(NC2OC(CO)C(O)C2O)cc1[N+](=O)[O-] (centres undefined),i,i
CCOC(=O)N1CCN(C(=O)C(=O)Nc2sc3c(c2C#N)CC(C)(C)OC3)CC1,i,i
CSc1ccc(CN(C)C(=O)CN2C(=O)NC3(CCCC3)C2=O)cc1,i,i
CCSc1ncc(Cl)c(C(=O)Nc2ccccc2)n1,i,i
CC(C)(C)NS(=O)(=O)c1ccc(NC(=O)Cc2ccccc2[N+](=O)[O-])cc1,i,i
O=C1CC(c2nc3ccccc3[nH]2)CN1c1cccc(C(F)(F)F)c1 (centres undefined),i,i
O=C(COc1ccccc1)NCC(c1ccco1)N1CCN(c2ccccc2)CC1 (centres undefined),i,8*
CCOC(=O)C1CCN(C(=O)c2ccc(C)c(S(=O)(=O)N3CCCC3)c2)CC1,i,i
CCC(=O)N1CCN(c2ccccc2NC(=O)Cc2ccccc2)CC1,i,i
NS(=O)(=O)c1cccc(NC(=O)CCSc2ccccc2Cl)c1,i,i
Cc1cc2[nH]c(=O)cc(-c3ccccc3)n2n1,i,i
CS(=O)(=O)N(CC(=O)N1CCc2ccccc2C1)Cc1ccc(F)cc1,i,i
COc1ccc(C(=O)NCCCc2nc3ccccc3n2Cc2cc(C)ccc2C)cc1OC,i,i
COc1ccc(-n2c(Cc3cccn3C)nnc2SCC(=O)N2CCOCC2)cc1,i,i
COc1ccc(-c2nc(-c3ccc(Br)cc3)no2)c(OC)c1,i,i
O=C(CSc1nnc(-c2ccncc2)o1)Oc1ccccc1,i,i
COCc1n[nH]c(=S)n1-c1ccccc1,i,i
NC(=O)CCn1c(C(=O)c2cccc([N+](=O)[O-])c2)c2ccccc2[n+]1[O-],i,i

# Source: PubChem (Johns Hopkins Ion Channel Center)
